# Source: PubChem BioAssay
# zVAD death inh – L929 zVAD cell death inhibition. viability rescue, % at 10 µM. L929 zVAD necroptosis rescue, ATP luminescence, 24 h; with zVAD 60 µM. 0.38% of 220,000 active. AID 1377;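 active = activation, scaled between plate controls, above about 75%, limit read from the data; inactive = activation under that limit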;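 note: 0% = zVAD with DMSO and 100% = DMSO alone without zVAD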
# eIF4E 4G PPI – eIF4E/eIF4G interaction inhibition in translation initiation. 0.37% of 220,000 active. inhibition, % at 21.7 µM. TR-FRET eIF4E-eIF4GI(517-606) binding, 2 h. AID 782;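 active = inhibition above about 30%, limit read from the data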;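 note: 0% = full FRET control wells and 100% = background wells lacking eIF4GI fragment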
# Tb hexokinase – blocks Trypanosoma brucei hexokinase 1 activity; recombinant TbHK1, G6PDH-coupled NADH A340; 0.11% of 220,000 active; inhibition, % at 10 µM;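 active = inhibition of 50% or more in the single-dose primary screen; inactive = inhibition below 50%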
# Rad51 HR inh – blocks human Rad51 in homologous recombination. Q06609. 0.085% of 200,000 active. inhibition, % at 10 µM. hRad51 DNA strand exchange, fluorescence dequenching;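 active = inhibition above 40% at the single screening dose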;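 note: 0% = DMSO control wells and 100% = blanks with heterologous ssDNA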
# Target sequence (Q06609 whole entry, looked up): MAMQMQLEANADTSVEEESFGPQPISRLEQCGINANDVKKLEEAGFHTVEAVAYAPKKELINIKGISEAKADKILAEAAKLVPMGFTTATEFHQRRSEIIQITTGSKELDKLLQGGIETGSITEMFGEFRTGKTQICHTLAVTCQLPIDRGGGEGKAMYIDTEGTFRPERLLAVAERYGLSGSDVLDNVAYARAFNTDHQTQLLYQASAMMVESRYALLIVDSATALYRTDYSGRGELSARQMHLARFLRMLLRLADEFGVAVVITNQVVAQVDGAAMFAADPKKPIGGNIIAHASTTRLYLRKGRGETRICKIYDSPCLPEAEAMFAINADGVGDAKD
#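 Read-out basis: percent inhibition relative to plate controls and blanks / Assay system: human Rad51 nucleoprotein filaments preassembled on unlabelled ssDNA / Timing: filaments 15 min 37 °C, then compound 30 min / Control set: per-plate controls and blanks / Technique: fluorescence dequenching at 485/520 nm / Compound: 10 µM final, single point / Also added: Fluorescein- and BHQ1-tagged 47-mer duplex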
# 14-3-3 Bad inh – disrupts binding of bovine 14-3-3 zeta to phospho-Bad peptide. P63103. TR-FRET 14-3-3zeta/Dy647-pBad peptide displacement, 1 h. inhibition, % at 21.7 µM. 0.71% of 220,000 active. AID 781;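 active = inhibition above about 70%, limit read from the data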;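 note: 0% = full 14-3-3 plus peptide FRET controls and 100% = background without 14-3-3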
# Target sequence (P63103 whole entry, looked up): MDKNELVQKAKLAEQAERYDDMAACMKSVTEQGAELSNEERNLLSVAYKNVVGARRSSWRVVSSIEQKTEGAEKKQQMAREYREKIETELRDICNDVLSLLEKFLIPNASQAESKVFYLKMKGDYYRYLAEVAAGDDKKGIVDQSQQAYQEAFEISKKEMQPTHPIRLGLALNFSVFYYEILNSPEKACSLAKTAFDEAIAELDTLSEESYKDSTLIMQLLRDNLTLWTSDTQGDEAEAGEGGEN
# Hck Nef HTS – human Hck-Nef kinase inhibition; P08631; Recombinant Hck-YEEI plus Nef, Z-Lyte FRET kinase assay; inhibition, % at 20 µM; 0.68% of 220,000 active; AID 463187;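 active = Hck-Nef kinase inhibition above about 50%, limit read from the data; inactive = inhibition below that limit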;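 note: 0% = DMSO with Hck plus Nef and 100% = Hck alone without Nef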
# EP2 modulator – modulators of human EP2 prostaglandin E2 receptor. 0.83% of 260,000 active. EP2-expressing cells, cAMP HTRF FRET, PGE2 co-stimulation. induction, % at 25 µM;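 active = compounds whose cAMP rise, as percent of the full-agonist control response, exceeds 60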;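 note: rat C6 glioma line stably carrying human EP2 under a CMV promoter; the protocol text gives 20 µM as final concentration; 100% = response of wells given 1 µM PGE2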
# Target sequence (P43116 whole entry, looked up): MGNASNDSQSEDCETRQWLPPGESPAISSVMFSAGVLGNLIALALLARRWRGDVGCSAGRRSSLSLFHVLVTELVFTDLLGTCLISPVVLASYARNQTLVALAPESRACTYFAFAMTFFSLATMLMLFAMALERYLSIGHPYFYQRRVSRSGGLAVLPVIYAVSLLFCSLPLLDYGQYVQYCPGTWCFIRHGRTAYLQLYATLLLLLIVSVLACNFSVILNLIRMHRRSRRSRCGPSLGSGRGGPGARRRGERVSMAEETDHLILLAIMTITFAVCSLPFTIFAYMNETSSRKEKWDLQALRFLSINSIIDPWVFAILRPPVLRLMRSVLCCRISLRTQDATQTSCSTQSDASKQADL
# EP2 antag – inhibitors of human EP2 prostaglandin E2 receptor; 0.52% of 260,000 active; C6 glioma cells expressing human EP2, cAMP TR-FRET; cells stimulated with saturating PGE2; inhibition, % at 25 µM;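 active = percent inhibition above 40 after rounding to a whole number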;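 note: rat C6 glioma host cells with rolipram phosphodiesterase inhibitor present; the protocol text gives 20 µM as final concentration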
# Calpain2 inh – blocks pig calpain II enzyme activity | 0.37% of 220,000 active | inhibition, % at 16 µM | AID 1236 | purified calpain II, fluorogenic peptide substrate, 30 min;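 active = inhibition above about 50%, limit read from the data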
# * = called active by the depositor; · = not tested or not shown; & = joins results of further samples; [ ] = another dose, or the depositor's remark. An excerpt, so the mix of outcomes need not match the whole.
SMILES,zVAD death inh,eIF4E 4G PPI,Tb hexokinase,Rad51 HR inh,14-3-3 Bad inh,Hck Nef HTS,EP2 modulator,EP2 antag,Calpain2 inh
Cc1noc(C)c1COc1cccc(C(=O)Nc2ccccc2N2CCOCC2)c1,-0.8,2,-7,14,7[fluorescence artefact?],2,45,9,14
C=CCn1c(SCC(=O)NCCOC)nnc1-c1cc2c(s1)CCC(CC)C2 (stereo not given),-0.4,0,2,2,9[fluorescence artefact?],4,15,7,-5
COc1ccc(C(=O)OCC(=O)c2ccc(C3CCCCC3)cc2)cc1,0.0,0,3,-5,9,0,17,12,-11
Nc1nc(-c2ccc(Cl)cc2)nn1C(=O)c1cccnc1,0.2,-13,0,0,-8,1,-2,3,-9
Cc1ccnc(N2CCN(c3cc(C)c(C#N)c4nc5ccccc5n34)CC2)c1,0.5,·,-3,0,·,13,·,4,·
O=S(=O)(Nc1cccc2c1CCCC2)c1cccc(C(F)(F)F)c1,0.5,3[fluorescence artefact?],30,·,-8[fluorescence artefact?],1,2,6,18
O=C1C2C3CCCC3=C3CCCC3C2C(=O)N1c1ccccc1 (stereo not given),1.3,3,7,2,-3,-1,12,9,8
CC(C)CN(CC(C)C)c1ccc(/C=N/n2cnnc2)cc1[N+](=O)[O-],0.8,-2,-24,34,0,-7,50,2,9
CN(c1ccc(OCC(=O)Nc2nc3ccccc3s2)cc1)S(=O)(=O)c1ccccc1,8.4,1,1,-3,1,4,-8,6,-8
COc1cccc(NC(=O)CN(c2cccc(C(F)(F)F)c2)S(C)(=O)=O)c1,1.8,5,-2,3,-6,-1,-9,16,-19
CCCCCCc1cc2cc(C(=O)Nc3ccccc3)c(=O)oc2cc1O,1.4,-6[fluorescence artefact?],11,-4,5,72*,-29,11,-25
O=C(c1cc(-c2ccncc2)nc2ccccc12)N1CCN(c2ccc(N3CCOCC3)nn2)CC1,0.3,4[fluorescence artefact?],38,·,-16,4,-12,·,-15
CN1CCN(C(=O)C2CC(c3c(F)cccc3Cl)=NO2)CC1 (stereo not given),0.5,-2,-2,2,-4,1,9,8,-34
COC(=O)c1ccc(C(=O)OC)c(NC(=O)Nc2ccc3c(c2)OCO3)c1,0.8,-7[fluorescence artefact?],1,1,-13,12,9,20,-34
Cc1ccc(NC(=O)/C(=C/c2cccc([N+](=O)[O-])c2)NC(=O)C2CCCCC2)cc1,0.6,-1,-2,1,-11,0,23,5,5
O=C(NCCCN1CCOCC1)c1cc(C(=O)C2CCCCC2)c[nH]1,2.0,1,0,-1,-7,-5,7,6,11
NSc1nc(N)c2nc(-c3ccccc3)c(-c3ccccc3)nc2n1,-0.8,12,-3,20,-16,20,-16,7,-27
COC(=O)c1onc(-c2ccccc2)c1C(=O)OC,0.4,0,-3,2,7,11,1,12,-10
CC1=CC(C)(C)N(C(=O)Nc2ccccc2)c2ccccc21,8.4,16,-4,4,-2,28,18,9,-1
CCc1ccc(-n2cc(-c3ccc(F)cc3)[n+]3c2SCCC3)cc1,-0.7,-1,9,6,-3,-15,-56,8,21
Cc1cc(C)cc(NC(=O)CSc2nnc(Cc3cccn3C)n2-c2ccc(F)cc2)c1,1.1,-1,-1,-2,5,18,-1,10,-11
CN(C)c1ccc(/C=C(/NC(=O)c2ccccc2)C(=O)N/N=C/c2ccc([N+](=O)[O-])c(O)c2)cc1,0.2,·,-15,-5,·,4,-23,10,-164
S=C1NCN(Cc2ccccc2)CN1,1.3,-1,-7,12,-5,-6,5,6,21
O=C(CSc1nncc2ccccc12)N1CCOCC1,-0.1,-2,-2,-7,-14[fluorescence artefact?],1,44,7,-15
Cc1ccn2cc(CNC(=O)c3cccs3)nc2c1,0.2,-1,-5,-1,4,0,1,10,11
Cc1cc(=O)oc2cc(OCC(=O)OCC(=O)NC(=O)NC(C)C)ccc12,0.2,0,-12,5,0,16,-28,1,-77
COc1ccc(-c2[nH]nc3c2C(c2ccccc2OC(=O)N2CCOCC2)C(C#N)=C(N)O3)cc1 (stereo not given),-1.2,4,-4,0,11,2,2,7,24
CCOc1ccc(N(CC(=O)Nc2ccc(C)cc2)S(=O)(=O)c2c(C)noc2C)cc1,1.2,-1,6,5,-7,3,17,11,20
CC(C)[C@H](NS(=O)(=O)c1ccccc1)C(=O)OCn1nnc2ccccc2c1=O,1.2,-1,-3,-1,10,4,-10,1,-7
CC(=O)c1sc(-c2ccc(F)cc2)cc1NS(=O)(=O)c1ccccc1,0.4,-1,-51,6,6,4,-7,32,-32
COc1ccc(Cl)cc1C(=O)CSc1nc(N)cc(N)n1,1.2,-1,6,-3,-14,-2,11,9,42
CC(C)(C)c1ccc(-c2nc(C#N)c(NCc3cccnc3)o2)cc1,78*,3,-12,4,3[fluorescence artefact?],-22,12,7,-43
Cc1nnc(-c2ccccc2)[nH]c1=O,-1.0,2,-3,-6,-6,19,0,4,11
CCOc1cccc(C(=O)Nc2ccncc2)c1,0.5,-7,-10,6,-8,-2,-11,22,-19
Cc1ccc(NC(=O)CCNC(=O)c2ccccc2Cl)cc1S(=O)(=O)N(C)C,1.1,-4,9,-8,25,5,5,4,8
CCCNC(=O)c1ccc(Cl)c(Cl)c1,0.0,0[fluorescence artefact?],5,-5,10[fluorescence artefact?],1,-6,3,-67
COc1cc2c(C(=O)N3CCN(C)CC3)c(CSc3ccccc3)n(C)c2cc1Br,-0.6,3,-6,10,-14,-7,25,3,-62
CCOc1ccc(-n2cnnn2)cc1S(=O)(=O)N1CCCCC1,1.4,1,3,0,0,0,-5,15,21
Nc1ccccc1SCc1ccccc1,50,3,0,-7,-16,25,44,18,-28
O=C(O)CSCC(=O)NCc1ccccc1,-0.2,0,-8,-1,-2[fluorescence artefact?],-2,12,6,2
O=C(c1ccc(N2CCOCC2)c([N+](=O)[O-])c1)N1CCN(S(=O)(=O)c2cccs2)CC1,-0.1,5,-1,6,2,1,-9,1,6
O=C1c2ccc(Oc3ccc4c(c3)C(=O)N(CCCCO)C4=O)cc2C(=O)N1CCCCO,0.6,1,-10,-1,3,7,9,3,-22
CCOc1cccc(CNCCNC(=O)c2nonc2N)c1,0.0,3[fluorescence artefact?],1,-4,-4,0,11,10,33
O=C(NCCc1nc2ccccc2[nH]1)/C(=C/c1ccco1)NC(=O)c1ccc(Br)cc1,1.0,1,-2,3,-3,3,11,5,-8
C/C(=N\NC(=O)c1ccc(Cl)cc1)c1cccc(NC(=O)c2cccnc2)c1,1.1,-1,0,5,1[fluorescence artefact?],1,6,13,-5
COc1ccc(C)cc1S(=O)(=O)Nc1ccccc1C,-0.2,3,-2,-4,-12,0,17,12,-4
O=C(COC(=O)c1ccc2c(c1)C(=O)N(CCc1ccccc1)C2=O)Nc1ccc(OC(F)F)cc1,0.4,8,3,8,19[fluorescence artefact?],4,17,5,0
CCOC(=O)CN(C(=O)CSc1nnc(CNc2ccc(F)cc2)n1C)c1ccccc1,0.1,3[fluorescence artefact?],28,7,9[fluorescence artefact?],-22,12,13,-11
Cc1nn(C(C)C(=O)Nc2ccc(Cl)cn2)c(C)c1[N+](=O)[O-] (stereo not given),0.3,-1,-8,5,-7,-1,3,9,14
Cc1cccc(OCCn2cc(/C=N/NC(=O)c3ccncc3)c3ccccc32)c1,1.8,4,-27,2,-7,4,-83,13,-10
O=[N+]([O-])c1cc(S(=O)(=O)Nc2ccccc2)ccc1N1CCN(c2ccc(O)cc2)CC1,0.8,5,-2,17,39[fluorescence artefact?],15,-27,12,-8
NC(=O)C[n+]1ccc(/C=N/O)cc1,2.8,0,-26,9,-4,17,22,6,-21
C=CCNCCOCCOc1ccc(C)cc1[N+](=O)[O-],-0.1,2,-5,-4,75*,1,17,4,-1
COc1ccc(S(=O)(=O)Nc2nc3ccccc3s2)cc1,1.3,2,-4,3,-1[fluorescence artefact?],1,19,6,15
COc1cc2c(cc1OC)C1=C(C#N)CN(C3CCCCC3)CN1CC2,-0.8,-5,-23,-2,3,1,1&-73,13&10,-42
CNC(=O)NC(=O)COC(=O)c1ccc(-n2c(C)ccc2C)cc1,0.8,4,-5,0,-10[fluorescence artefact?],2,11,7,-2
COc1ccc(C(=O)NCS(=O)(=O)c2ccc(C)cc2)cc1,0.0,6,3,-3,-28[fluorescence artefact?],1,-3,2,-14
CCCOc1ccc(N2C(=O)CC(NCCc3ccc(S(N)(=O)=O)cc3)C2=O)cc1 (stereo not given),0.1,-12,0,11,-3,0,-51,6,-16
CCCCn1cnc2c(c1=O)c1nc3ccccc3nc1n2Cc1ccc2c(c1)OCO2,-0.6,5,-15,-5,0,9,19,5,-65
Cc1nnc(SCC(=O)NCc2ccccc2Cl)n(N)c1=O,1.1,-2,-5,-4,-2,2,23,6,-8

# By substructure: the compounds so far containing a cyano group (4)
SMILES,zVAD death inh,eIF4E 4G PPI,Tb hexokinase,Rad51 HR inh,14-3-3 Bad inh,Hck Nef HTS,EP2 modulator,EP2 antag,Calpain2 inh
Cc1ccnc(N2CCN(c3cc(C)c(C#N)c4nc5ccccc5n34)CC2)c1,0.5,·,-3,0,·,13,·,4,·
COc1ccc(-c2[nH]nc3c2C(c2ccccc2OC(=O)N2CCOCC2)C(C#N)=C(N)O3)cc1 (stereo not given),-1.2,4,-4,0,11,2,2,7,24
CC(C)(C)c1ccc(-c2nc(C#N)c(NCc3cccnc3)o2)cc1,78*,3,-12,4,3[fluorescence artefact?],-22,12,7,-43
COc1cc2c(cc1OC)C1=C(C#N)CN(C3CCCCC3)CN1CC2,-0.8,-5,-23,-2,3,1,1&-73,13&10,-42

# Next section:
SMILES,zVAD death inh,eIF4E 4G PPI,Tb hexokinase,Rad51 HR inh,14-3-3 Bad inh,Hck Nef HTS,EP2 modulator,EP2 antag,Calpain2 inh
CC1CCN(S(=O)(=O)N2CCC(C(=O)NCc3cccnc3)CC2)CC1,0.4,-7,0,10,11,19,10,11,14
Nc1nc(CN2CCN(c3ccccc3F)CC2)nc(Nc2ccc3c(c2)OCCO3)n1,0.3,6,-1,-6,-6[fluorescence artefact?],1,-13,8,-12
COc1ccc(NC(=O)CN2CCCN(S(=O)(=O)c3ccc(F)cc3)CC2)cc1,0.1,-7,-4,-4,-3,-1,-8,2,-25
CS(=O)(=O)N1CCC(C(=O)Nc2ccc(Oc3ccccc3)cc2)CC1,0.5,2[fluorescence artefact?],1,2,-6,1,-1,2,-21
CCNC(=S)N1CCN(Cc2ccccc2)CC1,1.6,1,3,1,9,0,36,6,-29
CN1C2CCC1/C(=C\c1ccccc1F)C(=O)/C2=C/c1ccccc1F,·,6[fluorescence artefact?],-8,-19,-9[fluorescence artefact?],6,53,4,15
CCC1=C(OC(=O)N(CC)CC)N2C(=O)OC(=NCC3CC3)[C@]2(Cc2ccccc2)[C@H]2C1=CC[C@H]1C(=O)NC(=O)[C@H]12,0.3,3,-15,7,2,21,7,8,4
CCOC(=O)Cc1c(C)[nH]c(=S)[nH]c1=O,0.0,-6,-3,4,-11[fluorescence artefact?],-2,23,9,-17
O=C(CCCOc1ccc(Cl)cc1)Nc1nncs1,-0.6,6,-1,-2,-2,-1,2&-26,3&10,-11
COC(=O)C1=C(C)N(C2CCCCC2)C(=O)C1,-0.2,-1,-2,10,16,1,6,5,7
Cc1ccnc2nc(C(=O)OCC(=O)Nc3ccc4c(c3)OC(F)(F)O4)nn12,0.1,-3,1,-4,2,-1,8,3,-10
